Screening results: PubChem BioAssay, National Center for Advancing Translational Sciences (NCATS)
RGS12 GoLoco inh: RGS12 GoLoco-Gai1 interaction inhibition; P63096; Gai1:RGS12 GoLoco peptide FP, rhodamine, 10 min; Potency, µM (titrated, usually from 61.6 µM), inactives show top-dose activity, negative = inhibition, usual class: inhibitors; 0.44% of 230,000 active; active = well fitted inhibition curve with a large enough effect, not every such curve was filed as active; inactive = no such curve, though single readings can be large or run the other way; note: % is set by controls: 0 for no effect and ±100 for the full control effect; nearly all actives have a fitted effect of over 30% in size; many of its hits are not listed in these tables
Target sequence (P63096 whole entry, looked up): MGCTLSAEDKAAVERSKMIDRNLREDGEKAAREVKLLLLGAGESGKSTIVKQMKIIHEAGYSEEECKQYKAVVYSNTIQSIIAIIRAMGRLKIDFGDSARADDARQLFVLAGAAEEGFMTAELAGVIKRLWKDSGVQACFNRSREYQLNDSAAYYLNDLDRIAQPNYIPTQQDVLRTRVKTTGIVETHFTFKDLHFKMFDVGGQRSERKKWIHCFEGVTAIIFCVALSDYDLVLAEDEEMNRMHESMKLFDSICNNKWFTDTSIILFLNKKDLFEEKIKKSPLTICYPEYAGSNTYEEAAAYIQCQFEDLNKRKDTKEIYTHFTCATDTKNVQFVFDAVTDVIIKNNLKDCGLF
aGlu spleen mod: inhibitors or activators of human alpha-glucosidase in spleen homogenate | AID 2112 | P10253 | 0.006% of 240,000 active | human spleen homogenate, 4-MU-alpha-glucoside fluorescence | Potency, µM (top dose mostly 79.9 µM), for the others: top-dose activity change, negative = inhibition, most hits filed as inhibitors;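 note: 0% = enzyme with vehicle and -100% = no enzyme basal signal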
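AC50 values come from Hill-equation fits of concentration-response data, normalized to no-enzyme and full-activity controls. Enzyme source: 1 ug human spleen homogenate; 1 mM fluorogenic 4-MU glucoside, pH 5.0 citrate buffer, 37 C, 40 min.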
IMPase Li cell: IMPase inhibition in cells with lithium potentiation. Potency, µM (top dose mostly 59.4 µM), for the others: top-dose activity, negative = IMPase inhibition, usual class: inhibitors. 0.35% of 210,000 active. CHO-M1 cells, IP1 TR-FRET (IP-One), carbachol + lithium;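 note: IP1 builds up when IMPase is blocked and the TR-FRET signal falls; plate controls were basal vehicle for no effect and high inhibitor control for full effect; nearly all actives have a fitted effect of over 50% in size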
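Readout is a homogeneous TR-FRET IP1 immunoassay (Ex 320, Em 665 and 620), where raised cytosolic IP1 lowers signal. Cells were CHO-M1 treated 30 min at 37C with test compounds plus a little lithium; AC50 values came from Hill-equation fitting.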
GAA inh: blocks human lysosomal alpha-glucosidase. P10253. purified human GAA, 4-MU-alpha-glucoside fluorescence. Potency, µM (doses to about 76.9 µM), for the others: at the highest dose activity change, negative = inhibition, actives largely listed as inhibitors. 0.005% of 200,000 active. AID 1466;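 note: plate controls were uninhibited enzyme wells for no effect and no-enzyme background for full effect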
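Human enzyme at 4 nM with 400 uM 4-methylumbelliferyl-alpha-D-pyranoside, citrate/phosphate buffer pH 5.0, 0.005% Tween-20, 20 min at room temperature. Compounds up to 77 uM. 4-MU fluorescence (Ex 365/Em 440) read after NaOH/glycine stop; AC50 from Hill fit.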
HTT aggregate: reduces HttQ103-GFP aggregates in PC12 cells. PC12 HttQ103-GFP aggregates, Acumen cytometry, 40 h. Potency, µM (series often up to 46.1 µM), for inactives: at the highest dose activity change, negative = inhibition, usual class: inhibitors. 1.1% of 220,000 active; note: % is set by controls: 0 for no effect and ±100 for the full control effect; nearly all actives have a fitted effect of over 60% in size
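PC12 cells stably carrying ecdysone-inducible HTT exon 1 Q103–GFP were induced with tebufenozide (100 nM final) and treated with library compounds in titration. GFP aggregates in lysates were counted by laser scanning cytometry.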
GAA glycogen mod: inhibitors or activators of human alpha-glucosidase glycogen cleavage. P10253. recombinant GAA, glycogen substrate, Amplex Red glucose oxidase fluorescence. Potency, µM (titrated, usually from 76.4 µM), without a hit: at the top dose activity change, negative = inhibition, hits mostly inhibitors. 0.38% of 300,000 active. AID 2100;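 note: 0% = full enzyme reaction and -100% = no-enzyme basal signal; the screen sought inhibitors and activators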
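Recombinant enzyme (4 nM final) with compounds titrated up to 77 uM and bovine liver glycogen (30 ug) in citrate pH 5.0, 0.01% Tween-20, 37 C 40 min. Released glucose detected by Amplex Red/glucose oxidase (Ex 573/Em 610); AC50 from Hill fits.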
HTT ATP protect: protects HTT-Q103 PC12 cells, measured by ATP; PC12 HTT-Q103 induced, cytoprotection, ATP luminescence, 40 h; Potency, µM (highest dose often 56.4 µM), for inactives: cytoprotection (ATP increase), hits mostly activators; 0.14% of 230,000 active;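 note: % of control where 0% means no effect; nearly all actives have a fitted effect of over 45% in size; toxic huntingtin expression switched on by the ecdysone agonist tebufenozide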
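Compounds were screened for protection of PC12 cells against cell death after tebufenozide induction (100 nM final) of mutant Huntingtin exon 1 (Q103) fused to GFP.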
The depositor's hits bear a star; ? = inconclusive; . = no result given; [ ] = dose if it differs, or a comment. Unless noted, calls come from the whole dose curve; as a rule, active = well fitted curve in the direction sought with a large enough effect; inconclusive = small, poorly fitted or top-dose-only effect, or another doubt; inactive = no such curve, though single readings can be large; an effect the other way counts as inactive or inconclusive. Potency is the fitted concentration of half-maximal effect.

SMILES	RGS12 GoLoco inh	aGlu spleen mod	IMPase Li cell	GAA inh	HTT aggregate	GAA glycogen mod	HTT ATP protect
Cc1cc2c3c(c1)C(C)(c1ccccc1)CC(C)(C)N3C(=O)C21C(C#N)=C(N)OC2=C1C(=O)CC(C)(C)C2 (stereo not drawn)	2%	-10%	-2%[38.3 µM]	?	-7%[9.22 µM]	0%	8%
COc1cc(NS(=O)(=O)c2ccc(NC(=O)/C(=C/c3ccccc3Cl)NC(=O)c3ccccc3)cc2)nc(OC)n1	-1%	-6%	11%	0%	17%	1%	-34%[10 µM]
COc1ccc(C(=O)C[n+]2ccc3c(c2)nc(-c2ccc(OC)cc2OC)n3C)cc1	4%	-25%	9%[38.3 µM]	-6%	?	0%	-53%[inhibitor][10 µM]
COc1ccc(N=Cc2c(O)n(-c3ccc(OC)cc3)c(=O)c3ccccc23)cc1	8%	8%	-10%	3%	-11%	-16%	-47%[inhibitor]
CC(C)OC(=O)CSc1ncnc2c1cnn2Cc1ccccc1	-6%	-1%	-14%[38.3 µM]	2%	4%	-3%	-4%
Cc1ccc(OCCn2c(=S)[nH]c3c(N)ncnc32)cc1	4%	2%	9%	2%	8%	-28%	-45%[inhibitor]
COC(=O)c1cn(NC(=O)Cc2ccccc2OC)c(=O)c2ccccc12	13%	-2%	-1%	2%	6%	8%	-9%[10 µM]
C=CCn1c(SCC(=O)Nc2ccc3c(c2)OCCO3)nnc1-c1ccco1	2%	2%	-3%[38.3 µM]	0%	1%	6%	-20%
O=C(CC(C(=O)O)c1c[nH]c2ccccc12)c1ccccc1 (stereo not drawn)	26%	-13%	0%	-4%[15.4 µM]	11%[9.22 µM]	-10%	-4%[10 µM]
Cc1ccc(Nc2ncnc3c2oc2ccccc23)cc1	-1%	4%	22%[38.3 µM]	3%	-8%[9.22 µM]	1%	-17%
Cc1cc(NC(=O)Cn2cc([N+](=O)[O-])cn2)no1	-13%	0%	-2%	-2%	20%	18%	.
C#CCOCCOCCOCCNc1nc(N2CCN(C(=O)[C@H](CCCCN)n3cc([C@@H](N)CC(C)C)nn3)CC2)nc(N2CCN(C(=O)[C@H](Cc3ccc(O)cc3)n3cc([C@@H](N)CC(C)C)nn3)CC2)n1	4%	2%	-5%	.	8%[9.22 µM]	6%	11%[10 µM]
CCOc1ccc(-c2[nH]ncc2-c2csc(C)n2)c(O)c1	.	-13%	.	0%	?	2%	-27%[10 µM]
O=S(=O)(c1ccccc1)c1nc(-c2ccco2)oc1NCc1ccccc1	6%	2%	8%[38.3 µM]	-4%	-9%	12%	-3%
Cc1ccc2[nH]c(=O)c(CN(CCCN3CCOCC3)C(=O)NC3CCCCC3)cc2c1	9%	-2%	16%[38.3 µM]	-6%	19%	5%	-12%
CC(C)(C)c1ccc(CS(=O)CC(O)CO)cc1 (stereo not drawn)	-4%	-11%	-5%	6%	12%	12%	.
CCOc1ccc(Oc2c(/C=N/NC(=O)COc3ccccc3OC)c(C)nn2-c2ccccc2)cc1	0%	-6%	15%	-9%	29%	-9%	-1%[10 µM]
c1ccc(N2CC[N+]3(CCCC3)CC2)nc1	-21%	-1%	22%[38.3 µM]	-14%	23%	-9%	-9%[0.074 µM]
Cn1c(Cc2csc(N)n2)nnc1SCC(=O)NCc1ccccc1	-6%	-4%	12%[38.3 µM]	-5%	11%	-2%	10%[10 µM]
O=C1c2c([N+](=O)[O-])cc([N+](=O)[O-])cc2S(=O)N1Cc1ccccc1 (stereo not drawn)	-14%	-3%	-14%	-1%	11%	2%	-42%
O=C(Nc1nccs1)c1cccc(N2C(=O)C3C4C=CC(C4)C3C2=O)c1 (stereo not drawn)	-4%	-2%	-5%	4%	12%	3%	.
CCCOc1ncnc2c1sc1nc3c(cc12)COC(C)(C)C3	8%	-4%	9%	-11%	-6%[9.22 µM]	9%	1%[10 µM]
Nc1cc(C(=O)N2CCCC2)cc(C(=O)N2CCCC2)c1	2%	2%	13%[38.3 µM]	3%	0%	-3%	6%[10 µM]
S=c1nc(-c2sccc2OCc2ccc(Cl)cc2Cl)[nH][nH]1	14%	0%	5%	-4%	10%	-13%	32%[10 µM]
O=C(NNC(=S)NC1CC2CCC1C2)c1ccc(Cl)cc1 (stereo not drawn)	-5%	-5%	.	-3%	-17%[9.22 µM]	-19%	-23%[10 µM]
SMILES	RGS12 GoLoco inh	aGlu spleen mod	IMPase Li cell	GAA inh	HTT aggregate	GAA glycogen mod	HTT ATP protect
COc1ccccc1C(=O)Nc1sc(C(=O)N2CCCC2)c(C)c1C#N	-4%	0%	20%	10%	?	13%	-78%[inhibitor][10 µM]
O=C(Cn1c(-c2cncs2)nc2ccccc21)NC1CCCC1	7%	-11%	7%[38.3 µM]	1%	?	1%	9%[10 µM]
CCc1nnc(NC(=O)CSc2nnc(Cc3cccn3C)n2CCOC)s1	-5%	3%	7%	?	9%	1%	-5%
CCn1cc(C(C)(C)C)c(C#N)c1NC(C)=O	-3%	-3%	26%[38.3 µM]	1%	4%	1%	21%[10 µM]
Cc1ccc2cc(CCl)c(Cl)nc2c1	-3%	6%	.	.	-2%[9.22 µM]	-16%	3%[10 µM]
O=C(NC1CCS(=O)(=O)C1)/C(=C/c1ccc(Cl)cc1)NC(=O)c1ccccc1 (stereo not drawn)	9%	-12%	2%	3%	-4%	5%	4%[10 µM]
CCOC(=O)C(CSCC(=O)c1ccc(Cl)cc1)NC(=O)OC(C)(C)C (stereo not drawn)	-3%	-4%	33%[activator][38.3 µM]	-10%	12%	-15%	-12%
Cc1nnc(SCC2=C(C(=O)O)N3C(=O)C(NC(=O)C(C)n4nc(C(F)(F)F)cc4C)C3SC2)s1 (stereo not drawn)	-17%	-13%	-6%	-8%	?	-14%	-2%
Cc1ccc(NC(=O)O/N=C/c2c(C)nn(C(C)(C)C)c2C)cc1Cl	8%	-13%	.	-13%	-13%[9.22 µM]	-18%	-9%[10 µM]
COCCNC(=O)CSc1nc2ccccc2c(=O)n1CCC(=O)N1CCN(c2ccccc2)CC1	0%	-14%	0%	7%	-14%	0%	-2%
Cc1cc(C)c2sc(NC(=O)CN3C(=O)CCC3=O)nc2c1	4%	1%	.	.	-14%[9.22 µM]	1%	-35%[10 µM]
COC(=O)C1=C(C(=O)OC)[C@@H]2N(Cc3ccccc3)c3ccccc3[C@@]23C[C@@H](C(=O)OC)N(S(=O)(=O)c2ccc([N+](=O)[O-])cc2)C3=N1	4%[14.2 µM]	6%[17.4 µM]	10%	.	.	.	-15%[10 µM]
CCOC(=O)c1sc(-c2cccc([N+](=O)[O-])c2)cc1N	11%	-5%	2%	-2%	3%	0%	-24%
CC(C)NC(=S)N/N=C/c1cc(Br)ccc1O	0%	0%	-4%	1%	?	-2%	35%[10 µM]
CCc1nnc2n1N=C(c1cccc([N+](=O)[O-])c1)CS2	-9%	-1%	.	.	-5%[9.22 µM]	-9%	0%[10 µM]
CC1(C)S[C@@H]2[C@H](NC(=O)[C@@H](N)c3ccc(O)cc3)C(=O)N2[C@H]1C(=O)O	5%[21.6 µM]	2%[29.1 µM]	3%	.	.	.	?
O=C(CC1Oc2ccccc2NC1=O)NCCc1ccccc1 (stereo not drawn)	14%	8%	7%[38.3 µM]	-7%	8%	-2%	-22%
O=C(O)CC(NC(=O)c1ccccc1NC(=O)c1ccccc1)C(=O)O (stereo not drawn)	-4%	-3%	21%[38.3 µM]	-1%	4%	-6%	1%[1.9 µM]
C=C1N(c2cccc(Cl)c2)C(=O)OC1(C)C	8%	6%	7%	-4%	-3%[9.22 µM]	-9%	-1%[10 µM]
CS(=O)(=O)N(CCc1ccccc1)CC(=O)NCc1ccc2c(c1)OCO2	-2%	0%	2%[38.3 µM]	-2%	3%	8%	-7%
Cc1ccc(C(=O)c2cc([N+](=O)[O-])ccc2N2CCOCC2)cc1	-8%	-7%	5%	1%	-21%	6%	-56%[inhibitor][10 µM]
COc1ccc(S(=O)(=O)N2CCCCCC2)cc1C(=O)OCC(=O)Nc1cc(C)on1	1%	5%	-1%	4%	13%	0%	6%[10 µM]
CCOc1cc(/C=N/NC(=O)c2cccnc2)ccc1OCC(N)=O	3%	-1%	-4%	5%	?	-2%	-20%

Arranged by count of non-hydrogen atoms (rising): part of the list above
SMILES	RGS12 GoLoco inh	aGlu spleen mod	IMPase Li cell	GAA inh	HTT aggregate	GAA glycogen mod	HTT ATP protect
Cc1ccc2cc(CCl)c(Cl)nc2c1	-3%	6%	.	.	-2%[9.22 µM]	-16%	3%[10 µM]
CC(C)NC(=S)N/N=C/c1cc(Br)ccc1O	0%	0%	-4%	1%	?	-2%	35%[10 µM]
CCc1nnc2n1N=C(c1cccc([N+](=O)[O-])c1)CS2	-9%	-1%	.	.	-5%[9.22 µM]	-9%	0%[10 µM]
Cc1cc(C)c2sc(NC(=O)CN3C(=O)CCC3=O)nc2c1	4%	1%	.	.	-14%[9.22 µM]	1%	-35%[10 µM]
O=C(Cn1c(-c2cncs2)nc2ccccc21)NC1CCCC1	7%	-11%	7%[38.3 µM]	1%	?	1%	9%[10 µM]
Cc1ccc(C(=O)c2cc([N+](=O)[O-])ccc2N2CCOCC2)cc1	-8%	-7%	5%	1%	-21%	6%	-56%[inhibitor][10 µM]
Cc1ccc(NC(=O)O/N=C/c2c(C)nn(C(C)(C)C)c2C)cc1Cl	8%	-13%	.	-13%	-13%[9.22 µM]	-18%	-9%[10 µM]
O=C(O)CC(NC(=O)c1ccccc1NC(=O)c1ccccc1)C(=O)O (stereo not drawn)	-4%	-3%	21%[38.3 µM]	-1%	4%	-6%	1%[1.9 µM]
CCc1nnc(NC(=O)CSc2nnc(Cc3cccn3C)n2CCOC)s1	-5%	3%	7%	?	9%	1%	-5%
COc1ccc(S(=O)(=O)N2CCCCCC2)cc1C(=O)OCC(=O)Nc1cc(C)on1	1%	5%	-1%	4%	13%	0%	6%[10 µM]
Cc1nnc(SCC2=C(C(=O)O)N3C(=O)C(NC(=O)C(C)n4nc(C(F)(F)F)cc4C)C3SC2)s1 (stereo not drawn)	-17%	-13%	-6%	-8%	?	-14%	-2%
COCCNC(=O)CSc1nc2ccccc2c(=O)n1CCC(=O)N1CCN(c2ccccc2)CC1	0%	-14%	0%	7%	-14%	0%	-2%

These rows are one share of the data; the hit share may differ from the screen's.
